# Compound activity as filed in PubChem.
# SENP8 block-1 = SENP8 (human) protease inhibition. inhibition, % at 20 µM. Q96LD8. recombinant SENP8, Nedd8 substrate fluorescence. AID 602440. actives 0.64% (n = 360,000); in the data active = inhibition mostly above about 40%, no sharp cut-off; inactive = mostly below about 27%
# Target sequence (Q96LD8 whole entry, looked up): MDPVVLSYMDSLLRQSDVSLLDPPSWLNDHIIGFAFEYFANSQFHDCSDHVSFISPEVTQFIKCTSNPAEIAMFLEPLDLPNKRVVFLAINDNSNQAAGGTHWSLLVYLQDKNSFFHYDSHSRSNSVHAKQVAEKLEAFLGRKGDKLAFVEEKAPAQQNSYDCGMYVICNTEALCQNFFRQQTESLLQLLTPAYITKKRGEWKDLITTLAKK
# Apaf1 inhib = human Apaf-1 inhibition | actives 0.71% (n = 330,000) | reconstituted apoptosome caspase-3 activity, DEVD-Rh110 fluorescence | inhibition, % at 20 µM | O14727; active = inhibition of at least 40% at 20 µM;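 also: plate controls were DMSO wells for no effect and DEVD-CHO caspase inhibitor wells for full effect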
#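 Material: reconstituted apoptosome with Apaf-1, cytochrome c, caspase-9, procaspase-3, dATP; medium: pH 7.5 Hepes buffer with CHAPS, BSA, DTT; also added: cytochrome c and DEVD-Rh110 substrate; timing: 30 min plus 50 min, RT; signal: Rh110 fluorescence intensity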
# SENP6 inh = SENP6 protease inhibition; Q9GZR1; Recombinant SENP6 catalytic domain, aminoluciferin luminescence; inhibition, % at 10 µM; actives 1.8% (n = 330,000); AID 2599;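 active = inhibition above about 50% at the single tested dose, limit read from the data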;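 also: plate controls were DMSO wells with enzyme for no effect and DMSO wells lacking enzyme for full effect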
# APOBEC3G inh = inhibitors of human APOBEC3G DNA deaminase. inhibition, % at 20 µM. actives 0.28% (n = 330,000). AID 493012. recombinant A3G, ssDNA deamination FAM/TAMRA fluorescence;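 active = inhibition of at least 40% at 20 µM, with no more than 30% in the related APOBEC3A deaminase screen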;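 also: plate controls were DMSO wells with A3G for no effect and wells lacking A3G enzyme for full effect; some compounds called inactive have numbers as strong as hits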
# SENP7 inh = blocks the human protease SENP7 | Q9BQF6 | recombinant SENP7, Z-RLRGG-aminoluciferin luminescence, 40 min | inhibition, % at 5 µM | actives 1.5% (n = 330,000) | AID 434973;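 active = inhibition above about 50% at the single test dose, limit read from the data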;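 also: plate controls were DMSO with enzyme for no effect and no enzyme buffer wells for full effect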
# Target sequence (Q9BQF6 706-1050 limits assumed): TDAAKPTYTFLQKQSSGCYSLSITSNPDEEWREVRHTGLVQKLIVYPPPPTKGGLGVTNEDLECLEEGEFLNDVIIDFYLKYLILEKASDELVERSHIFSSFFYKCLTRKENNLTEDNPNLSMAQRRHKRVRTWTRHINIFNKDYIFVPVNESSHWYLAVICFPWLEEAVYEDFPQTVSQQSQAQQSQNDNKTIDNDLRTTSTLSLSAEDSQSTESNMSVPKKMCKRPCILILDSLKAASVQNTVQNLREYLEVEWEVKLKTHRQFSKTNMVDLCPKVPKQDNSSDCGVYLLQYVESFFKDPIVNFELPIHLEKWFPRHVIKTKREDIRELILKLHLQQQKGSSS
# SENP1 FRET inh = SENP1 (human) catalytic domain inhibition. Q9P0U3. recombinant SENP1 catalytic domain, CyPet-SUMO1-YPet FRET cleavage. inhibition, % at 10 µM. actives 0.21% (n = 360,000). AID 624204;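 active = inhibition at least 30% at 10 µM, raw YFP signal under a set limit, fluorescence ratio 0.5 to 1.5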;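 also: 0% = enzyme with DMSO and 100% = no enzyme wells; some results filed as inactive read as strong as hits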
# Target sequence (Q9P0U3 419-644 limits assumed): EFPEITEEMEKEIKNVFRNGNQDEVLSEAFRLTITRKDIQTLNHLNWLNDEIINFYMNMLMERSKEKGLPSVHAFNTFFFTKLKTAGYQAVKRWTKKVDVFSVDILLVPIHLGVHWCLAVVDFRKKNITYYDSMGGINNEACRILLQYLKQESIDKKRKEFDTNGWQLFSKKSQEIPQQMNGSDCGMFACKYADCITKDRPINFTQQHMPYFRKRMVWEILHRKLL
#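 Controls: no-enzyme wells low, DMSO-plus-enzyme wells high control. Test system: human recombinant His6-tagged SENP1 catalytic domain enzyme. Reagent: SFCypet-SUMO1-SFYpet FRET protein substrate, 25 nM final. Doses: one dose per compound, 10 µM, 0.5% DMSO. Detection: FRET, CFP and YFP emission. Timing: 50 min reaction at room temperature.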
# SENP8 block-2 = SENP8 protease inhibition; Q96LD8; inhibition, % at 10 µM; purified SENP8, Z-RLRGG-aminoluciferin cleavage, luminescence; AID 2540; actives 1.2% (n = 330,000); in the data active = inhibition above about 50%
# UBC13 inh = blocks human UBC13 polyubiquitin chain formation. AID 485273. TR-FRET. actives 0.47% (n = 330,000). inhibition, % at 20 µM; in the data active = inhibition above about 45%, passing the limit was not always enough
# Target sequence (P61088 whole entry, looked up): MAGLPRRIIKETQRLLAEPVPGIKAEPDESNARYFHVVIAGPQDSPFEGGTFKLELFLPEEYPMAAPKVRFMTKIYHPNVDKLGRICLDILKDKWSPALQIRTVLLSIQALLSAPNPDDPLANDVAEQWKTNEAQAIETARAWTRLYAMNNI
# * = called active by the depositor; . = no result given.
# The opening seven entries (preview)
SMILES,SENP8 block-1,Apaf1 inhib,SENP6 inh,APOBEC3G inh,SENP7 inh,SENP1 FRET inh,SENP8 block-2,UBC13 inh
Cc1ccc(N2CC(C(=O)NNC(=O)c3ccc(F)cc3)CC2=O)cc1 (stereo not drawn),11,-1,-14,-8,-6,1,-12,3
O=C(c1ccc(N2C(=O)C3CCCCC3C2=O)cc1)N1CCCCC1 (stereo not drawn),16,-3,-6,-4,4,5,1,8
O=C(CSc1nnc2ccccn12)Nc1ncc(Cl)cc1Cl,2,-3,-16,-4,-3,-1,-15,-10
COc1ccc(-c2sc3ccc(N4CCOCC4)cc3c2-c2ccc(OC)c(F)c2)cc1,-486,11,-13,-5,12,6,1,32
CN(CC(=O)Nc1ccccc1C(=O)NC1CC1)Cc1ccccc1F,6,-8,1,-10,-3,-2,-3,3
COc1ccc(C2CCCN2C(=O)c2cccs2)cc1 (stereo not drawn),23,5,-17,1,5,1,-1,8
CCOc1ccc(/C(O)=C2\C(=O)C(=O)N(CCOCCO)C2c2ccccc2OC)cc1 (stereo not drawn),-15,-10,-6,-8,3,2,-1,0

# The whole of this part, repeating the preview:
SMILES,SENP8 block-1,Apaf1 inhib,SENP6 inh,APOBEC3G inh,SENP7 inh,SENP1 FRET inh,SENP8 block-2,UBC13 inh
Cc1ccc(N2CC(C(=O)NNC(=O)c3ccc(F)cc3)CC2=O)cc1 (stereo not drawn),11,-1,-14,-8,-6,1,-12,3
O=C(c1ccc(N2C(=O)C3CCCCC3C2=O)cc1)N1CCCCC1 (stereo not drawn),16,-3,-6,-4,4,5,1,8
O=C(CSc1nnc2ccccn12)Nc1ncc(Cl)cc1Cl,2,-3,-16,-4,-3,-1,-15,-10
COc1ccc(-c2sc3ccc(N4CCOCC4)cc3c2-c2ccc(OC)c(F)c2)cc1,-486,11,-13,-5,12,6,1,32
CN(CC(=O)Nc1ccccc1C(=O)NC1CC1)Cc1ccccc1F,6,-8,1,-10,-3,-2,-3,3
COc1ccc(C2CCCN2C(=O)c2cccs2)cc1 (stereo not drawn),23,5,-17,1,5,1,-1,8
CCOc1ccc(/C(O)=C2\C(=O)C(=O)N(CCOCCO)C2c2ccccc2OC)cc1 (stereo not drawn),-15,-10,-6,-8,3,2,-1,0
Cc1cc(C)cc(Oc2coc3cc(O)ccc3c2=O)c1,-386,0,-29,-6,4,-3,-20,8
CCC1(CC)Cc2ccccc2-c2nc(CN(C)C)[nH]c(=O)c21,16,9,-6,-10,-9,-1,2,3
O=C(N/N=C/c1ccc([N+](=O)[O-])o1)c1cn(-c2ccccc2)nc1-c1ccccc1,2,17,-2,-6,-8,-10,-7,-30
Cn1c(=O)oc2cc(S(=O)(=O)NC3CCCCCCC3)ccc21,10,-2,-7,-7,0,1,-8,-12
O=c1c(Cl)c(NCC2CCCO2)cnn1C12CC3CC(CC(C3)C1)C2 (stereo not drawn),27,-9,-12,-5,-8,2,-11,-12
Cc1ccc(NC(=O)CN(C)C(=O)COC(=O)[C@@H](NC(=O)c2ccccc2F)C(C)C)cc1,15,3,-6,-2,16,0,2,11
COc1cccc(CNC(=O)CCC2CCCN(c3cc(C)nc(N4CCCC4)n3)C2)c1 (stereo not drawn),13,0,-13,-6,-4,-2,-6,-2
CC(=O)C1C(c2ccccc2Cl)NC(=O)NC1(O)C(F)(F)F (stereo not drawn),-5,-1,-4,-6,3,0,4,-14
Cc1nc2sc(C(c3ccccc3)N3CCN(c4ccccc4F)CC3)c(O)n2n1 (stereo not drawn),3,8,-1,-1,-2,1,1,4
CCOC(=O)C1CN(S(=O)(=O)c2ccc(C)cc2)C1,2,3,-10,-4,-2,1,-6,-1
O=C1CCCc2c1nc(-c1ccc(F)cc1)n2O,-232,-9,-17,-7,4,1,3,10
CCC1CCCCN1CCCNC(=O)c1ccc(CS(=O)(=O)c2ccccc2C)o1 (stereo not drawn),6,10,14,-2,-4,0,-10,9
N/C(=N\OC(=O)Cc1cccs1)c1ccc([N+](=O)[O-])cc1,11,3,-5,-5,-6,3,-14,-7
Cc1cc(C(=O)CN(Cc2ccc(F)cc2)S(=O)(=O)c2ccc3c(c2)OCCO3)c(C)n1C,6,9,2,-6,-6,1,-6,-2
CCOc1cc(NC(=O)C2CC2)c(OCC)cc1NC(=O)c1cc(OC)c(OC)c(OC)c1,-11,8,21,-10,-1,-86,2,-1
O=C(NC(Cc1ccccc1)C(=O)O)C1CCCCC1 (stereo not drawn),21,-6,3,-4,2,0,3,2
Cc1nn(Cc2ccc(Cl)cc2)c(C)c1NC(=O)c1noc2c1CCc1ccccc1-2,8,25,6,0,-3,1,-2,6
Nc1nonc1-c1nc2ccccc2n1Cc1ccc(F)cc1,2,9,2,-7,-1,-7,-1,10
# More entries
SMILES,SENP8 block-1,Apaf1 inhib,SENP6 inh,APOBEC3G inh,SENP7 inh,SENP1 FRET inh,SENP8 block-2,UBC13 inh
C=CCOC(=O)c1ccc(N2CCN(c3ccccc3)CC2)nc1,-3,14,32,-8,43,0,28,6
COc1ccc(-c2noc(C(C)NS(=O)(=O)c3ccc(NC(C)=O)cc3)n2)cc1 (stereo not drawn),15,5,-2,-15,0,7,2,6
Cc1ccc(S(=O)(=O)N(C)c2c(C)ccc(S(N)(=O)=O)c2C)cc1,11,-13,0,-6,5,3,3,-6
O=C(COC(=O)CNC(=O)c1ccccc1Cl)Nc1ncc(C(F)(F)F)cc1Cl,15,-10,-7,-2,6,1,-5,1
CN(CC(O)COCc1cccs1)C1CCCCC1 (stereo not drawn),6,3,-4,-1,5,1,1,7
COc1ccc(C(C)(C)C)cc1NC(=O)CCNC(=O)c1ccco1,17,5,5,0,3,1,0,0
O=C(C(Cc1ccccc1)n1cccc1)N1CCN(c2ccccc2)CC1 (stereo not drawn),0,9,0,3,-4,2,6,-7
COc1ccc2[nH]cc(CCn3ccc(O)c(C/C=C/c4ccccc4)c3=O)c2c1,-2,-1,0,-6,1,1,1,19
CN1C(C(=O)NCc2cccc(Br)c2)CC2Cn3c(nc4ccccc43)C21 (stereo not drawn),4,-3,-12,-7,0,3,2,4
O=C(NCc1ccc(Cl)cc1)C1CCN(S(=O)(=O)c2cccc3nonc23)CC1,4,7,-17,3,-5,5,-7,5
COc1ccc(CCn2c(=N)c(C(=O)NC3CCCCC3)cc3c(=O)n4ccccc4nc32)cc1,-320,12,-9,-8,-21,-24,-9,-1
O=C(c1ccc2snnc2c1)N1CCSCC1,17,1,-14,-3,9,0,0,3
CS(=O)(=O)N1CCCC(C(=O)NCc2cccs2)C1 (stereo not drawn),4,-15,-12,-2,-8,0,-4,-3
CC(C)C(NC(=O)c1ccc(C(C)(C)C)cc1)C(=O)NC1=NCCS1 (stereo not drawn),20,13,-7,-7,5,0,-1,5
Cc1nc2ccccc2c(C)c1CC(=O)N(C)CC(=O)Nc1cccc(F)c1,-43,3,-8,-9,2,-6,-2,-5
O=C1c2ccccc2NC(c2ccc(Br)s2)N1O (stereo not drawn),.,-22,-6,-3,-2,.,-4,-14
Cc1c(N(C)C(=O)C2CCCN2S(=O)(=O)c2ccccc2)c(=O)n(-c2ccccc2)n1C (stereo not drawn),23,9,-21,-1,-5,1,-6,-4
CC(C)CC(c1nnnn1C(C)C)N1CCN(C(=O)c2ccco2)CC1 (stereo not drawn),13,7,-12,-3,9,3,-16,-3
COC(=O)c1ccc(C(=O)OC)c(NC(=O)COC(=O)C23CC4CC(CC(O)(C4)C2)C3)c1,-131,16,-18,-3,-6,2,-11,-2
O=C(N/N=C/c1cn[nH]c1-c1ccc(F)cc1)c1ccncc1,9,3,-19,-4,7,2,-7,-8
O=C(NCCN1CCN(C(=O)c2ccc([N+](=O)[O-])cc2)CC1)C(=O)NCc1ccccc1,11,0,7,-5,1,2,-4,6
CCc1ccc(N(CC(=O)N2CCCCCC2)S(C)(=O)=O)cc1,17,-10,7,-6,-2,-2,3,5
Cc1[nH][nH]c(=O)c1N=Nc1ccc(Cl)cc1,22,6,49,3,37,5,28,-27
COC(=O)c1cc(S(=O)(=O)NCc2ccccc2)c[nH]1,8,4,-6,-5,1,2,-3,5
CN1CCC(N(C)S(=O)(=O)c2ccc(NC(=O)COc3ccc(Br)cc3Cl)cc2)CC1,13,31,-8,-6,-10,-2,-15,22

# One compound at a time, from the list above:
# `Cc1c(N(C)C(=O)C2CCCN2S(=O)(=O)c2ccccc2)c(=O)n(-c2ccccc2)n1C` (stereo not drawn) in the list: SENP8 block-1 = 23; Apaf1 inhib = 9; SENP6 inh = -21; APOBEC3G inh = -1; SENP7 inh = -5; SENP1 FRET inh = 1; SENP8 block-2 = -6; UBC13 inh = -4
# `CCC1CCCCN1CCCNC(=O)c1ccc(CS(=O)(=O)c2ccccc2C)o1` (stereo not drawn) in the list: SENP8 block-1 = 6; Apaf1 inhib = 10; SENP6 inh = 14; APOBEC3G inh = -2; SENP7 inh = -4; SENP1 FRET inh = 0; SENP8 block-2 = -10; UBC13 inh = 9

# Pulled one by one from the list above (5):
SMILES,SENP8 block-1,Apaf1 inhib,SENP6 inh,APOBEC3G inh,SENP7 inh,SENP1 FRET inh,SENP8 block-2,UBC13 inh
COc1ccc(CCn2c(=N)c(C(=O)NC3CCCCC3)cc3c(=O)n4ccccc4nc32)cc1,-320,12,-9,-8,-21,-24,-9,-1
C=CCOC(=O)c1ccc(N2CCN(c3ccccc3)CC2)nc1,-3,14,32,-8,43,0,28,6
CCc1ccc(N(CC(=O)N2CCCCCC2)S(C)(=O)=O)cc1,17,-10,7,-6,-2,-2,3,5
O=C(NCCN1CCN(C(=O)c2ccc([N+](=O)[O-])cc2)CC1)C(=O)NCc1ccccc1,11,0,7,-5,1,2,-4,6
COc1ccc(-c2noc(C(C)NS(=O)(=O)c3ccc(NC(C)=O)cc3)n2)cc1 (stereo not drawn),15,5,-2,-15,0,7,2,6

# The list continues:
SMILES,SENP8 block-1,Apaf1 inhib,SENP6 inh,APOBEC3G inh,SENP7 inh,SENP1 FRET inh,SENP8 block-2,UBC13 inh
COCc1cc(=O)[nH]c(=S)[nH]1,19,2,0,-4,-2,1,3,5
CCCCN(C(=O)COC(=O)c1nc2nccc(C)n2n1)C1CCS(=O)(=O)C1 (stereo not drawn),18,-10,-2,-6,0,-1,5,2
O=C(COc1nsnc1N1CCOCC1)Nc1ccc(Cl)cc1,19,2,17,-5,-8,-1,3,6
S=c1[nH]nc(Cc2ccccc2)n1Cc1ccco1,6,-13,4,32,1,0,5,13
Cc1cccc(NC(=O)N(Cc2cc3cc(C)ccc3[nH]c2=O)CC2COCCO2)c1 (stereo not drawn),-50,13,-1,-7,-9,1,-14,-3
COCC(=O)N(C)c1nnc(-c2cnc(C)cn2)s1,-150,-2,-11,1,0,1,2,-5
Cc1c(NC(=S)NC(=O)c2cccc([N+](=O)[O-])c2)c(=O)n(-c2ccccc2)n1C,14,-12,1,-5,-2,2,3,2
CCC1(CC)NC(=O)N(CC(=O)OCC(=O)Nc2ccccc2OC(F)F)C1=O,9,13,-11,-4,0,-1,-5,-15
O=C(CSCc1ccc(Cl)cc1)Nc1ccc(O)cc1C(=O)O,-172,5,-8,-3,8,3,1,-4
Cc1csc(OCc2ccc(C#N)cc2)n1,19,-1,3,2,7,2,2,5
